LDHA block – qHTS assay for inhibitors of human lactate dehydrogenase; L-lactate dehydrogenase A chain (Homo sapiens), P00338; purified LDHA, NADH/diaphorase-resazurin fluorescence; hits give low values; activity change, % (values are at about 110 or 230 µM); 480,000 tested, 0.15% active; AID 1347041, 2019; in the data active = activity change below about -30%; inconclusive = mostly about -25% to -30%;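 also: plate controls were DMSO wells for no effect and wells without enzyme for full effect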
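Human LDH5 at 2 nM final in Tris HCl pH 7.4 with 0.06 mM NADH and 0.2 mM pyruvate, reacted 5 minutes at room temperature. Remaining NADH coupled via diaphorase/resazurin; resorufin fluorescence read at 0 and 20 minutes, normalized to enzyme-free and DMSO wells.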
ALOX12 inh – Primary qHTS assay for inhibitors of human arachidonate 12S-lipoxygenase (ALOX12): Round 2 | Polyunsaturated fatty acid lipoxygenase ALOX12 (Homo sapiens), P18054 | purified 12hLO, xylenol orange hydroperoxide absorbance | Potency, µM (titrated, usually from 108 µM), without a hit: at the highest dose activity change, negative = inhibition, hits mostly inhibitors | 580,000 tested, 1.1% active | AID 1671190, 2021; also: potency is read from the fitted curve at half-maximal effect; % is scaled to controls: 0 for no effect and ±100 for the full control effect
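Purified human 12hLO (150 nM final) in 25 mM Hepes, 0.01% Triton X-100, pH 7.0 was preincubated 15 min at room temperature with compound. Then 40 uM arachidonic acid was added, 30 min. Hydroperoxide was read by Fe-XO absorbance ratio 573/405 nm.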
D2 ag – HTS Assay for Allosteric Agonists of the Human D2 Dopamine Receptor: Primary Screen for Agonists. activation, % at 2 µM. HEK293 T-REx D2 cells, calcium flux agonist mode. D(2) dopamine receptor (Homo sapiens), P14416. 340,000 tested, 0.53% active;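 active = activation over 3 SD above normal in the single-dose calcium agonist read, cut at about 30% in these data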; also: 0% is about no effect
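HEK293 Trex D2 cells, tetracycline-induced, o/n 30 C 5% CO2; no-wash Ca dye, RT 30–90 min; 10-cycle baseline, 23 nl cpd added, kinetic Ca read 180 s; agonist hits = positive Ca response.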
RGS4 inhibitor – Inhibitors of Regulator of G Protein Signaling (RGS) 4: qHTS | Transcreener GDP fluorescence polarization, RGS4-accelerated GTP hydrolysis | Potency, µM (top dose mostly 114 µM), for inactives: at the top dose activity change, negative = inhibition, hits mostly inhibitors | 390,000 tested, 0.039% active | AID 504845, 2011 | Regulator of G-protein signaling 4 (Homo sapiens), P49798; also: potency is read from the fitted curve at half-maximal effect; % is scaled to controls: 0 for no effect and ±100 for the full control effect; nearly all actives have a fitted effect of over 75% in size; some results filed as inactive show a strong effect at the top dose
Target sequence (P49798 whole entry, looked up): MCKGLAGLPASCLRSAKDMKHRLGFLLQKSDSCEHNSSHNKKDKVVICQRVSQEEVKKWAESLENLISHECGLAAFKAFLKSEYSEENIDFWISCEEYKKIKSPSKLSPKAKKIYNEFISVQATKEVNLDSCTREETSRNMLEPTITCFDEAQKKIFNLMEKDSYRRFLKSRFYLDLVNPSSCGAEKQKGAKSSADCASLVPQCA
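MLSMR compounds (23 nl, pin-transferred) preincubated 10 min at room temperature with a 500nM (2x) first reagent, then RGS4 at 900nM (2x) plus Transcreener GDP mix added; fluorescence polarization (620/688 nm) read before and after 90 min at 30 °C.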
ERG Ets-DNA blk – qHTS for Small Molecule Inhibitors of the ERG Ets/DNA interaction. fluorescence polarization, His-ERG Ets domain / labelled DNA. AID 624246, 2012. Transcriptional regulator ERG (Homo sapiens), P11308. 370,000 tested, 0.028% active. Potency, µM (highest dose often 76.9 µM), for the others: top-dose FP activity, negative = inhibition, actives largely listed as inhibitors; active = well fitted inhibition curve with a large enough effect in the polarisation, with a control signal flat; inconclusive = small, poorly fitted or top-dose-only effect, or effect the other way, or a change in a side signal; inactive = no such curve, though single readings can be large or run the other way; the % refers to the polarisation;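 also: polarization taken with two DNA probes labelled with fluorescein and Texas red; potency is read from the fitted curve at half-maximal effect; % of control where 0% means no effect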
Target sequence (P11308 whole entry, looked up, the tested form may be a part): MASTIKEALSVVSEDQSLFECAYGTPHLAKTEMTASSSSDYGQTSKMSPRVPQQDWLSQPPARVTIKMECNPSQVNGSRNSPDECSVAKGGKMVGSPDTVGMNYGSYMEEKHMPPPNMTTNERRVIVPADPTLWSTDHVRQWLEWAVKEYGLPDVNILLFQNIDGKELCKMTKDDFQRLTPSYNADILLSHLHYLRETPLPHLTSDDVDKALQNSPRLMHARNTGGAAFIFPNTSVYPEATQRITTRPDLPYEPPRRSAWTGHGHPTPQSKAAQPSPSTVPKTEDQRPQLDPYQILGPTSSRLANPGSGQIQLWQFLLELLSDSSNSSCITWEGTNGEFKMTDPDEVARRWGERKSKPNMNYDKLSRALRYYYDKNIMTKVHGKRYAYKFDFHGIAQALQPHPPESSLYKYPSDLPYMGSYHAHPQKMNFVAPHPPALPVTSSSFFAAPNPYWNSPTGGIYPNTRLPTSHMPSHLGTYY
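His-tagged ERG Ets domain (1 uM in the protein solution; 300mM KCl, 50mM Tris-HCl, 1mM EDTA, 1mM DTT, pH 7.5) received compound, then a probe mix of 5 nM fluorescein-DNA and 100nM Texas-615-DNA. Fluorescence polarization was read for both dyes.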
Vif-APOBEC3G blk – qHTS for Inhibitors of Vif-A3G Interactions: qHTS; HeLa A3G-eYFP + Vif (tagged APOBEC3G with the HIV-1 protein that degrades it), YFP fluorescence, overnight; 410,000 tested, 0.076% active; AID 602310, 2012; DNA dC->dU-editing enzyme APOBEC-3G (Homo sapiens), Q9HC16; Potency, µM (titrated, usually from 46.1 µM), for the others: at the highest dose activity, negative = active, hits mostly inhibitors;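 also: potency is read from the fitted curve at half-maximal effect; % is scaled to controls: 0 for no effect and ±100 for the full control effect; nearly all actives have a fitted effect of over 60% in size; hits raise eYFP signal because A3G escapes Vif-driven loss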
Target sequence (Q9HC16 whole entry, looked up): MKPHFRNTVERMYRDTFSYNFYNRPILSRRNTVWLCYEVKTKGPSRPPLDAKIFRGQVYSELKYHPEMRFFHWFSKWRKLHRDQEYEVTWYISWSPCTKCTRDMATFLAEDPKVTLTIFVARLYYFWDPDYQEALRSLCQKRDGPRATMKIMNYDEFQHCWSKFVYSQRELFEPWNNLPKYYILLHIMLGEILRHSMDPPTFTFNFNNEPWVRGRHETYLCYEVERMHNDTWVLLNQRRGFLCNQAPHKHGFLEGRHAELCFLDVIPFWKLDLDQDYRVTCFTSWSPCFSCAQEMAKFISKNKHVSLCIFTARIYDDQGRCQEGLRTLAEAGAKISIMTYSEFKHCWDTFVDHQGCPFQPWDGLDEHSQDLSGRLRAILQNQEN
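HeLa cells stably expressing Vif and C-terminally eYFP-tagged A3G, seeded overnight at 37 deg C, then exposed to compound by pintool overnight at 37 deg C. Rise in yellow fluorescence (Ex 488/Em 500-530, Acumen) marks blocked Vif-driven A3G degradation.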
D2 antag – HTS Assay for Allosteric Antagonists of the Human D2 Dopamine Receptor: Primary Screen for Antagonists; D(2) dopamine receptor (Homo sapiens), P14416; HEK293 TREx D2 cells, calcium flux, dopamine EC80; inhibition, % at 10 µM; 340,000 tested, 2% active; AID 485344, 2010; in the data active = inhibition above about 30%; also: 0% is about no effect
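Antagonism is scored as inhibition of an EC80 dopamine-evoked calcium signal in a force-coupled, tetracycline-inducible HEK293 T-REx D2 line, with compound present 180 s before agonist.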
GRP78 ERSR act – qHTS for Inducers of the Endoplasmic Reticulum Stress Response (ERSR) in Human Glioma: qHTS; AID 602332, 2012; U87-MG GRP78 promoter luciferase reporter, 16 h; Potency, µM, without a hit: top-dose activation, usual class: activators; 420,000 tested, 0.02% active; also: potency is read from the fitted curve at half-maximal effect; series mostly up to about 76 µM; % of control where 0% means no effect; nearly all actives have a fitted effect of over 35% in size
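Stably transfected U87-MG human glioma cells carrying a GRP78-based luminescent sensor were seeded at 1000 cells/well, pin-dosed with compounds and incubated 16 h. Luciferase reagent was then added, and end-point luminescence was read after 10 min at room temperature.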
Vif-APOBEC3F blk – qHTS for Inhibitors of Vif-A3F Interactions: qHTS. HeLa A3F-eYFP + Vif (tagged APOBEC3F with the HIV-1 protein that degrades it), YFP fluorescence increase. 390,000 tested, 0.2% active. Potency, µM (doses to about 46.1 µM), inactives show at the highest dose activity, negative = active; also: potency is read from the fitted curve at half-maximal effect; % of control where 0% means no effect; nearly all actives have a fitted effect of over 65% in size
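HeLa cells stably expressing A3F-eYFP plus Vif, plated and incubated overnight at 37 deg C, then exposed to compounds overnight at 37 deg C. Blocked degradation read as raised yellow fluorescence (Ex 488/Em 500-530).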
Active calls of the source: *; ? = inconclusive; · = no result given; [ ] = remark or other dose. Unless noted, calls follow the shape of the dose curve; as a rule, active = well fitted curve in the direction sought with a large enough effect; inconclusive = small, poorly fitted or top-dose-only effect, or another doubt; inactive = no such curve, though single readings can be large; an effect the other way counts as inactive or inconclusive.

A first look:
SMILES | LDHA block | ALOX12 inh | D2 ag | RGS4 inhibitor | ERG Ets-DNA blk | Vif-APOBEC3G blk | D2 antag | GRP78 ERSR act | Vif-APOBEC3F blk
CCOCC(=O)Nc1c(C(=O)N2CCN(c3ncccn3)CC2)oc2ccccc12 | -3 | 6% | -1.4 | -16%[56.9 µM] | -1% | 3% | -12 | 4% | -4%
CCOC(=O)N1CCC(N(CCOC)C(=S)Nc2cccc(SC)c2)CC1 | 1 | 2% | 0.0 | -18% | -28% | -9% | 4 | -3% | 0%

The list itself, from the start:
SMILES | LDHA block | ALOX12 inh | D2 ag | RGS4 inhibitor | ERG Ets-DNA blk | Vif-APOBEC3G blk | D2 antag | GRP78 ERSR act | Vif-APOBEC3F blk
CCOCC(=O)Nc1c(C(=O)N2CCN(c3ncccn3)CC2)oc2ccccc12 | -3 | 6% | -1.4 | -16%[56.9 µM] | -1% | 3% | -12 | 4% | -4%
CCOC(=O)N1CCC(N(CCOC)C(=S)Nc2cccc(SC)c2)CC1 | 1 | 2% | 0.0 | -18% | -28% | -9% | 4 | -3% | 0%
CCN(CC)S(=O)(=O)c1ccc(NC(=O)c2ccc(Cl)nc2)cc1 | -9 | 16% | -0.8 | -28% | -6% | 2% | 24 | -1% | 7%
NC(=O)CSc1nc2c(sc(=S)n2-c2ccccc2)c(=O)[nH]1 | -4 | ? | 0.5 | -16% | -1% | 0% | -7 | -5% | 0%
Cc1cc(C)n(-c2nc(NCCC(C)C)c3c4c(sc3n2)COC(C)(C)C4)n1 | 3 | ? | -1.6 | -31% | -2% | 1% | -8 | 0% | -11%
CCN(CC)CCN(Cc1cc2cc(C)c(C)cc2[nH]c1=O)C(=S)NCc1ccco1 | -3 | ? | 0.7 | -24% | 3% | -2% | 2 | -5% | 4%
Nc1nnc(CC(=O)NCc2ccccc2)s1 | 0 | 13% | -2.0 | 13% | 0% | 0% | 3 | 0% | ·
CCCCN(C)c1c(C)nc2ccc(C(=O)N3CCN(C(C)=O)CC3)cn12 | -5 | -6% | · | · | · | 1% | · | -5% | ·
CCOCCCNC(=O)C1CC(=O)N(CCc2ccc(C)cc2)C1 (stereo not drawn) | -9 | -4% | -0.5 | 16%[56.9 µM] | -3% | 0% | 1 | -3% | 4%
COCCn1nnnc1C(CC(C)C)N1CCN(c2cccc(OC)c2)CC1 (stereo not drawn) | -2 | ? | 0.9 | -4% | 6% | -2% | -4 | -2% | 1%
Clc1ccc(/C=C/c2ncc[nH]2)c(Cl)c1 | -4 | ? | -0.6 | 4% | 10% | 0% | -12 | 4% | -3%
COC(=O)c1cn(NC(=O)c2cc([N+](=O)[O-])ccc2F)c(=O)c2ccccc12 | -5 | -18% | 0.1 | -7% | 2% | -8% | -20 | -5% | 0%
CCN(CC)CCNC(=O)c1[nH]c2ccc(OCc3ccccc3)cc2c1C | 4 | ? | 3.6 | 15% | 0% | -1% | 24 | -1% | 0%
Cc1ccccc1-c1nc(CN2CCC(C(=O)NCCc3ccccc3)CC2)c(C)o1 | -9 | 0% | 1.6 | -38% | -2% | 4% | · | 1% | -4%
COc1ccc(NS(=O)(=O)c2csc(C(=O)Nc3ccccc3)c2)cc1 | -4 | ? | -1.2 | -33% | -3% | -4% | 3 | -7% | 6%
CC(=O)N1CCCN(C(=O)c2ccc3nc(Cc4ccccc4F)oc3c2)CC1 | -8 | 9% | 0.3 | 24% | 2% | -6% | 7 | 1% | -12%
COc1ccc2cc(C#N)c(Nc3cccc(F)c3)nc2c1 | -10 | 1% | -0.3 | 1% | 7% | 2% | 1 | -3% | 13%
COc1ccc(COC(=O)c2cc([N+](=O)[O-])ccc2N2CCOCC2)cc1F | -1 | 2% | 0.1 | -27% | -17% | -31% | 4 | -4% | -5%
COC(=O)c1sc(S(=O)(=O)NCCCN(C)C)c(C(=O)OC)c1C | -1 | -11% | 0.4 | -9% | -6% | -1% | -3 | -1% | 5%
COc1ccccc1NC(=S)NCCN1CCOCC1 | -3 | -13% | 0.8 | -7%[11.4 µM] | -6% | -1% | 1 | 1% | -7%
CCCC(=O)NC(=S)Nc1cccc(Cl)c1N1CCCC1 | -5 | ? | 0.2 | -8% | -4% | -4% | -6 | -3% | 4%
Cc1ccc(NC(=O)C2=C(O)c3ccccc3N(C)S2(=O)=O)cc1 | -2 | -13% | -0.4 | -3% | 4% | 1% | 8 | -1% | 0%
O=C(O)c1cccc(Cn2c(Cl)c(/C=N/NC(=O)c3ccccc3)sc2=O)c1 | 0 | 19% | 0.3 | -34% | 0% | -1% | -1 | -2% | -2%
Cc1n[nH]c(C)c1CNCc1c(C(=O)N2CCCCCCC2)nc2ccc(Cl)cn12 | -7 | 12% | 0.4 | 6% | -8% | 1% | 10 | -2% | -1%
CCOC(=O)[C@H]1[C@H]2COc3ccc(Br)cc3[C@@H]2N2C(=O)CN(Cc3ccc(OC)cc3)C(=O)[C@@]12C | 0 | -20% | 0.0 | 17% | -6% | 0% | -20 | 0% | -3%
Cc1cc(=O)oc2ccc(OCc3ccccc3)cc12 | 0 | 7% | -0.2 | 5% | 0% | -11% | 5 | 1% | 0%
COc1ccc(-c2cc(C(F)(F)F)c(C#N)c(SCC(=O)Nc3ccccc3C#N)n2)cc1 | -11 | · | 9.5 | -18% | -8% | -21% | 5 | -6% | ·
CCC(=O)N(C)C[C@@H]1Oc2cc(Br)ccc2S(=O)(=O)N([C@@H](C)CO)C[C@@H]1C | 2 | -2% | · | · | · | 3% | · | -4% | -18%
COc1cc(OC)c(OC)cc1/C=N/NC(=O)CSc1ccccc1F | -1 | 16% | 0.2 | 24% | 4% | -6% | -11 | 0% | -6%
Cc1ccc(-c2cc(C(=O)NCCCn3ccnc3)no2)cc1 | -5 | -4% | -0.8 | 19% | -3% | 4% | 8 | 3% | 2%
CN1C(=O)CC2(C)C1=CCc1scnc12 (stereo not drawn) | 0 | -20% | · | · | · | -6% | · | -3% | ·
Cc1cc(Br)ccc1NC(=O)CN(C)C(=O)CSCc1ccccc1 | -6 | -9% | 0.0 | 10% | -2% | 1% | -16 | 0% | -16%
CC(C)(C)c1nnc2sc(SCC(=O)c3ccc4c(c3)OCCO4)nn2c1=O | -9 | -10% | 0.6 | 4% | 10% | ? | -2 | 8% | -8%
CCNC(=O)c1c(O)c2cccc3c2n(c1=O)CC3 | 4 | -25% | 0.6 | -8% | 10% | 2% | 26 | 2% | -2%
O=C(CCCN1CCC(NC(=O)c2ccccc2)CC1)c1ccc(Cl)cc1 | -1 | ? | -2.8 | -5% | 11% | -1% | 15 | -2% | -13%
COc1ccc(C2C3=C(CC(C)(C)CC3=O)Oc3ncn4nc(-c5ccccc5)nc4c32)cc1 (stereo not drawn) | -3 | 9% | · | 16% | 7% | 0% | · | -4% | ?
COc1ccc(/C=C/C(=O)Nc2cccc(S(=O)(=O)NC3=NCCCCC3)c2)cc1 | -12 | 8% | 0.0 | 14% | 4% | 3% | 0 | 2% | -5%
C=C(C)CNc1cc(S(=O)(=O)N2CCOCC2)ccc1Oc1ccccc1 | 0 | 6% | -2.3 | -13% | -7% | 2% | -1 | -7% | -26%
CC(C)(C)c1ccc(S(=O)(=O)N2CCN(c3ncccn3)CC2)cc1 | -4 | -11% | 0.8 | -3% | 2% | 0% | 0 | 0% | -12%
COc1cc(C(=O)NCCOc2ccccc2)c(Br)c(OC)c1OC | 0 | 3% | -1.6 | -15% | -3% | -8% | -10 | 1% | ·
COc1cc(CC(=O)N2CCN(C(=O)C3CCCO3)CC2)cc(OC)c1OC (stereo not drawn) | -2 | -24% | · | -7% | -6% | -1% | · | -3% | 6%

Whole records, looked up by structure. Values in the order: LDHA block | ALOX12 inh | D2 ag | RGS4 inhibitor | ERG Ets-DNA blk | Vif-APOBEC3G blk | D2 antag | GRP78 ERSR act | Vif-APOBEC3F blk
Shown for O=C(CCCN1CCC(NC(=O)c2ccccc2)CC1)c1ccc(Cl)cc1 → -1 | ? | -2.8 | -5% | 11% | -1% | 15 | -2% | -13%
Shown for COc1cc(CC(=O)N2CCN(C(=O)C3CCCO3)CC2)cc(OC)c1OC (stereo not drawn) → -2 | -24% | · | -7% | -6% | -1% | · | -3% | 6%
Shown for Cc1cc(Br)ccc1NC(=O)CN(C)C(=O)CSCc1ccccc1 → -6 | -9% | 0.0 | 10% | -2% | 1% | -16 | 0% | -16%

Screening data deposited in PubChem BioAssay by National Center for Advancing Translational Sciences (NCATS).

The list is partial; count on the stated rates, not on these rows.
